PI4K2A block – blocks human PI4K2A kinase activity; Q9BTU6; purified PI4K2A, ADP-Glo luminescence, 1 h; hits give low values; activity change, negative = inhibition, % at 76.9 µM; 420,000 tested, 0.13% active; AID 1346378; in the data active = activity change below about -50%; inconclusive = mostly about -30% to -49%;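 note: -100% = wells without enzyme as full effect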
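Compounds are screened against recombinant PI4K2A using PI as substrate and ATP, the latter dispensed at 300 microM. Reactions run one hour at ambient temperature before ADP-Glo detection; full inhibition defined by wells lacking enzyme.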
HP1b binding inh – blocks HP1-beta chromodomain binding to methylated histone tails; P83916; AlphaScreen HP1-beta / biotin-H3K9me3 peptide binding; Potency, µM (doses to about 114 µM), inactives show at the top dose activity change, negative = inhibition, actives largely listed as inhibitors; 390,000 tested, 0.56% active; AID 540317; note: potency is the fitted concentration of half-maximal effect; nearly all actives have a fitted effect of over 70% in size; inactives centre near 23
Target sequence (P83916 whole entry, looked up): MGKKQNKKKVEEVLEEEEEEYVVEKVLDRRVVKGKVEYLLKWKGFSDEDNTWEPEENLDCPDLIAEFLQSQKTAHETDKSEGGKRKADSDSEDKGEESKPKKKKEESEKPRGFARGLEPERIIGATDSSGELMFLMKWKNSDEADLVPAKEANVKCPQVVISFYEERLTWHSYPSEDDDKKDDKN
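AlphaScreen: HP1-beta (50 nM) preformed 30 min with biotin-H3(1-18)K9me3 peptide (50 nM) in PBS pH 7.4, 0.01% Tween-20. Compound added for 30 min at RT, then streptavidin donor/nickel chelate acceptor beads (10 ug/mL) for 30 min.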
Pin1 inhibitor – inhibitors of human Pin1. Q13526. Pin1 FP peptide displacement, HiFluor488, 10 min. Potency, µM (titrated, usually from 115 µM), without a hit: at the highest dose activity, negative = inhibition, usual class: inhibitors. 390,000 tested, 0.009% active. AID 504891; active = well fitted inhibition curve with a large enough effect in the polarisation, with a control signal flat, not every such curve was filed as active; inconclusive = small, poorly fitted or top-dose-only effect, or effect the other way, or a change in a side signal; inactive = no such curve, though single readings can be large or run the other way; the % refers to the polarisation; note: potency is the fitted concentration of half-maximal effect; % is set by controls: 0 for no effect and ±100 for the full control effect
USP1 inh – USP1/UAF1 (human) deubiquitinase inhibition; Potency, µM (series often up to 57.1 µM), inactives show at the top dose activity change, negative = inhibition, actives largely listed as inhibitors; O94782; recombinant USP1/UAF1, Ub-Rhodamine cleavage fluorescence; 390,000 tested, 0.23% active; note: potency is the fitted concentration of half-maximal effect; % is set by controls: 0 for no effect and ±100 for the full control effect; nearly all actives have a fitted effect of over 60% in size; inactives centre near -12
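1 nM enzyme complex + cpd, 15 min RT; start with Ub-Rho 150nM final; kinetic fluorescence ex 480/em 540, 6 reads q60 s. Buffer 50mM HEPES pH 7.8, 0.5mM EDTA, 0.1 mg/ml BSA, 1mM TCEP, 0.01% Tween-20.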
IDH1 R132H inh – blocks human mutant IDH1 R132H enzyme; O75874; IDH1-R132H enzyme, NADPH consumption, diaphorase/resazurin fluorescence; Potency, µM (top dose mostly 76.6 µM), without a hit: top-dose activity change, negative = inhibition, hits mostly inhibitors; 390,000 tested, 0.093% active; AID 602179; note: potency is the fitted concentration of half-maximal effect; % is set by controls: 0 for no effect and ±100 for the full control effect; nearly all actives have a fitted effect of over 65% in size
Target sequence (O75874 whole entry R132H, stated change not applied): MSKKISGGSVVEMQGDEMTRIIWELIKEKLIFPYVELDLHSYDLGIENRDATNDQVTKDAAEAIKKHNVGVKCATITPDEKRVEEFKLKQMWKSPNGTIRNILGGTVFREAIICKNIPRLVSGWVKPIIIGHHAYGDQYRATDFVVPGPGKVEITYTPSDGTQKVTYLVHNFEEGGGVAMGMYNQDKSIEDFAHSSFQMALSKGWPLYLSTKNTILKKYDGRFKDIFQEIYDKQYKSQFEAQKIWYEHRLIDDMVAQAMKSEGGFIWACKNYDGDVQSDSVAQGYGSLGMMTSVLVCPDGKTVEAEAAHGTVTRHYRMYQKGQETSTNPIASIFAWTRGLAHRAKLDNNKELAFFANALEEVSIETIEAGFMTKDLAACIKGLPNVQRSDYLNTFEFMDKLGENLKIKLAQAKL
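IDH1-R132H (0.5 ug/mL dispensed) in pH 7.5 Tris buffer was preincubated 30 min with compound, then given a substrate mix of 0.016 mM NADPH and 2 mM alpha-KG for 80 min at room temperature; remaining NADPH was read by diaphorase/resazurin fluorescence.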
PGK inhibitor – inhibitors of T. brucei phosphoglycerate kinase | 380,000 tested, 0.043% active | PGK/GAPDH coupled, Kinase-Glo luminescence, 60 min | Potency, µM (highest dose often 57.5 µM), for inactives: at the highest dose activity change, negative = inhibition, actives largely listed as inhibitors; note: potency is the fitted concentration of half-maximal effect; % is set by controls: 0 for no effect and ±100 for the full control effect; nearly all actives have a fitted effect of over 60% in size
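Recombinant glycosomal PGK reaction used 1,3-bisphosphoglycerate generated in-well by GAPDH (100nM final) in 100mM TEA pH 7.6, 5mM MgCl2, 0.01% Tween-20. After 60 minutes at room temperature, ATP was read by Kinase-Glo Plus luminescence end-point.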
GLS inh – glutaminase GLS (human) inhibition; O94925; GLS enzymatic activity, qHTS titration; Potency, µM (highest dose often 45.5 µM), for inactives: at the highest dose activity change, negative = inhibition, usual class: inhibitors; 410,000 tested, 0.21% active; note: potency is the fitted concentration of half-maximal effect; % is set by controls: 0 for no effect and ±100 for the full control effect
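Glutamate formation by hKGA was monitored fluorometrically using coupled glutamate oxidase, HRP and Amplex Red. Substrate was added as 1 mM L-glutamine solution; incubation was 30 min at RT after an initial read.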
TrxR1 substrate – substrates of rat thioredoxin reductase 1. O89049. purified TrxR1 substrate turnover, NADPH consumption readout. Potency, µM (highest dose often 114 µM), inactives show at the top dose activity change, negative = substrate turnover. 390,000 tested, 0.01% active. AID 588456; note: potency is the fitted concentration of half-maximal effect; % is set by controls: 0 for no effect and ±100 for the full control effect; nearly all actives have a fitted effect of over 50% in size
Target sequence (O89049 whole entry, looked up): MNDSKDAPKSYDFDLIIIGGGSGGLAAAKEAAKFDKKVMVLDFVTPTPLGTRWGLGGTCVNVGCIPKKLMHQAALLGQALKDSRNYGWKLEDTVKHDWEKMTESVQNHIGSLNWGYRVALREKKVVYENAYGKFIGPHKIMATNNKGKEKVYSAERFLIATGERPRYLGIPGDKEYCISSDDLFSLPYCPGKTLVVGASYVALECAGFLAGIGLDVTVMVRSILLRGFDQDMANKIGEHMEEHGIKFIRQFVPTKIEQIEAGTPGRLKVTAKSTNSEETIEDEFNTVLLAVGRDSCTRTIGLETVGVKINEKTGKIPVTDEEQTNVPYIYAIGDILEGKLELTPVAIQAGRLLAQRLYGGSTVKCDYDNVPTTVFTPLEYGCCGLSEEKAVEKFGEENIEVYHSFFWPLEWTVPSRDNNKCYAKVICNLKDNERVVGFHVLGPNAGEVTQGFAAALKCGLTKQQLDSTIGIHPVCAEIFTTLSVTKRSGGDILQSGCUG
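Rat TrxR1, dispensed at 90 nM, was prereduced with 400 uM NADPH (final) for 5 min at ~22 deg C, then incubated with compound 15 min before 400 uM selenite. A first-read NADPH fluorescence drop versus no-compound background flagged substrates.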
TrxR1 inh – inhibitors of rat thioredoxin reductase 1. recombinant rTrxR1, NADPH fluorescence consumption, selenite substrate. Potency, µM (highest dose often 114 µM), for the others: at the highest dose activity change, negative = inhibition, usual class: inhibitors. 390,000 tested, 1% active. AID 588453; note: potency is the fitted concentration of half-maximal effect; % is set by controls: 0 for no effect and ±100 for the full control effect; nearly all actives have a fitted effect of over 65% in size
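Rat TrxR1 (90 nM in the dispensed reagent) was pre-reduced with 400 uM NADPH for 5 min at room temperature, then incubated with compound for 15 min. After 400 uM selenite was added, NADPH fluorescence (Ex 340/Em 450 nm) was followed for 8 min.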
An asterisk follows results filed as active; [ ] = dose if it differs, or a comment. Unless noted, calls come from the whole dose curve; as a rule, active = well fitted curve in the direction sought with a large enough effect; inconclusive = small, poorly fitted or top-dose-only effect, or another doubt; inactive = no such curve, though single readings can be large; an effect the other way counts as inactive or inconclusive.

What do the screens show for `C=CCNC(=O)C1CCN(C(=O)c2ccc(-c3ccccc3)cc2)CC1`?
PI4K2A block: 1; HP1b binding inh: 36%; Pin1 inhibitor: -7%; USP1 inh: -8%; IDH1 R132H inh: -5%; PGK inhibitor: -1%; GLS inh: -1%; TrxR1 substrate: 5%[11.4 µM]; TrxR1 inh: 25%[11.4 µM]

Results for CC(C)(C)C(=O)NCc1ccc(C(=O)CSc2nnc3n2CCCCC3)s1 ?
PI4K2A block: 7; USP1 inh: -16%; IDH1 R132H inh: 15%; PGK inhibitor: inactive; GLS inh: -9%

What do the screens show for `Cc1ccc2oc(C(=O)N3CCCCCC3)c(C)c2c1`?
PI4K2A block: -4; HP1b binding inh: 69%[activator]; Pin1 inhibitor: 1%; USP1 inh: -13%; IDH1 R132H inh: 0%; PGK inhibitor: -1%; GLS inh: 9%; TrxR1 substrate: 5%; TrxR1 inh: 37%[activator]

What do the screens show for `O=C(CN(Cc1ccccc1Cl)C(=O)CCC(=O)Nc1nccs1)NCC1CCCO1` (centres undefined)?
PI4K2A block: -2; HP1b binding inh: 20%; Pin1 inhibitor: -1%; USP1 inh: -17%; IDH1 R132H inh: 0%; PGK inhibitor: 8%; GLS inh: 0%; TrxR1 substrate: 4%; TrxR1 inh: 10%

What do the screens show for `C#CCOCCOCCOCCNc1nc(N2CCN(C(=O)[C@H]([C@@H](C)CC)n3cc([C@@H](N)CC(C)C)nn3)CC2)nc(N2CCN(C(=O)[C@H](Cc3ccc(O)cc3)n3cc([C@@H](N)C(C)CC)nn3)CC2)n1` (some centres undefined)?
PI4K2A block: 3; HP1b binding inh: 12%; Pin1 inhibitor: 0%; USP1 inh: -4%; IDH1 R132H inh: 27%; PGK inhibitor: inactive; GLS inh: 18%; TrxR1 substrate: 8%[57.1 µM]; TrxR1 inh: 12%[57.1 µM]

Results for O=C(c1n[nH]c(=O)c2ccccc12)N1CCN(c2ccc(F)cc2)CC1 ?
PI4K2A block: 5; HP1b binding inh: 16%; Pin1 inhibitor: -2%; USP1 inh: -13%; IDH1 R132H inh: 15%; PGK inhibitor: 8%; GLS inh: 0%; TrxR1 substrate: -1%; TrxR1 inh: 0%

How did Cc1cccc(N2CCN(C(=O)C3CCN(S(=O)(=O)c4cccc5nsnc45)CC3)CC2C)c1 (centres undefined) do in these assays?
PI4K2A block: 7; HP1b binding inh: -14%; Pin1 inhibitor: -1%; USP1 inh: -21%; IDH1 R132H inh: 2%; PGK inhibitor: inactive; GLS inh: 6%; TrxR1 substrate: -14%; TrxR1 inh: -15%

What do the screens show for `Cc1cccc(OCc2nnc(SCC(=O)Nc3ncc(C)s3)o2)c1`?
PI4K2A block: 1; HP1b binding inh: 8%; Pin1 inhibitor: -7%; USP1 inh: -9%; IDH1 R132H inh: -15%; PGK inhibitor: -7%; GLS inh: 0%; TrxR1 substrate: -5%[57.1 µM]; TrxR1 inh: 9%[57.1 µM]

What do the screens show for `N#Cc1ccc(CSc2nnc(-c3ccccc3)n2Cc2ccco2)cc1`?
PI4K2A block: 0; HP1b binding inh: -2%; Pin1 inhibitor: -1%; USP1 inh: 0%; IDH1 R132H inh: 3%; PGK inhibitor: inactive; GLS inh: -1%; TrxR1 substrate: -1%; TrxR1 inh: 1%

What do the screens show for `CCOC(=O)c1sc(NC(=O)c2c(OC)cccc2OC)nc1C`?
PI4K2A block: -1; HP1b binding inh: 3%; Pin1 inhibitor: 3%; USP1 inh: 0%; IDH1 R132H inh: 0%; PGK inhibitor: -1%; GLS inh: 13%; TrxR1 substrate: -8%; TrxR1 inh: 4%

What do the screens show for `Cc1cc(NCc2cccnc2)no1`?
PI4K2A block: -1; HP1b binding inh: 23%; Pin1 inhibitor: 3%; USP1 inh: 3%; IDH1 R132H inh: -11%; PGK inhibitor: -5%; GLS inh: 13%; TrxR1 substrate: -10%; TrxR1 inh: 3%

How did Cc1ccc(C(=O)NC2CCN(S(=O)(=O)c3ccccc3)CC2)cc1 do in these assays?
PI4K2A block: 5; HP1b binding inh: 23%; Pin1 inhibitor: 1%; USP1 inh: 1%; IDH1 R132H inh: 2%; PGK inhibitor: 10%; GLS inh: -12%; TrxR1 substrate: 4%[57.1 µM]; TrxR1 inh: 15%[57.1 µM]

Results for Cc1ccc(N(CC(=O)NC(C)(C)C)C(=O)CS(=O)CC(=O)Nc2ccc3c(c2)OCO3)cc1 (centres undefined) ?
PI4K2A block: 1; HP1b binding inh: 39%[activator]; Pin1 inhibitor: 2%; USP1 inh: -13%; IDH1 R132H inh: -3%; PGK inhibitor: -1%; GLS inh: -1%; TrxR1 substrate: -1%; TrxR1 inh: 14%

Results for CCCCCC(=O)N(c1ccc(OCC)cc1)S(=O)(=O)c1ccc2c(c1)n(C)c(=O)n2C ?
PI4K2A block: 0; HP1b binding inh: 40%[activator]; Pin1 inhibitor: 2%; USP1 inh: 14%; GLS inh: -4%; TrxR1 substrate: 2%; TrxR1 inh: 6%

How did Fc1ccc2cnc(CCO[C@H]3CCCCO3)cc2c1 do in these assays?
PI4K2A block: -5; HP1b binding inh: 10%; Pin1 inhibitor: 6%; USP1 inh: 6%; IDH1 R132H inh: 17%; PGK inhibitor: -10%; GLS inh: 3%; TrxR1 substrate: 4%; TrxR1 inh: 14%

What do the screens show for `Cc1cc(C)cc(NC(=O)Cn2c(=O)n(C(C)C)c(=O)c3oc4ccccc4c32)c1`?
PI4K2A block: -1; HP1b binding inh: 23%; Pin1 inhibitor: inconclusive; USP1 inh: -6%; IDH1 R132H inh: -14%; PGK inhibitor: -13%; GLS inh: 0%; TrxR1 substrate: 1%; TrxR1 inh: -3%

How did CCC(C(=O)NC(C)CCc1ccccc1)n1nc(C)n2c(cc3occc32)c1=O (centres undefined) do in these assays?
PI4K2A block: 1; HP1b binding inh: 6%; Pin1 inhibitor: 0%; USP1 inh: -10%; IDH1 R132H inh: 2%; PGK inhibitor: -2%; GLS inh: -1%; TrxR1 substrate: 9%; TrxR1 inh: 16%

What do the screens show for `COc1ccc(S(=O)(=O)n2nc(-c3ccco3)nc2NCc2ccc(OC)c(OC)c2)cc1`?
PI4K2A block: -1; HP1b binding inh: -6%; Pin1 inhibitor: 0%; USP1 inh: inconclusive; IDH1 R132H inh: -3%; PGK inhibitor: -7%; GLS inh: 6%; TrxR1 substrate: -1%; TrxR1 inh: 9%

What do the screens show for `CCOc1ccc(C(=O)CCC(=O)Nc2cc(C)ccn2)cc1`?
PI4K2A block: 2; HP1b binding inh: 10%; Pin1 inhibitor: 30%[activator]; USP1 inh: 0%; IDH1 R132H inh: -2%; PGK inhibitor: 3%; GLS inh: 6%; TrxR1 substrate: -11%; TrxR1 inh: -13%

What do the screens show for `Cc1ccccc1NC(=O)Cc1nnc(SCC(=O)Nc2ccccc2)n1C`?
PI4K2A block: -3; HP1b binding inh: 53%[activator]; Pin1 inhibitor: 3%; USP1 inh: -16%; IDH1 R132H inh: 6%; PGK inhibitor: -1%; GLS inh: -5%; TrxR1 substrate: 3%; TrxR1 inh: 15%

How did COc1ccccc1OCCCCn1c(C(C)O)nc2ccccc21 (centres undefined) do in these assays?
PI4K2A block: 2; HP1b binding inh: 26%; Pin1 inhibitor: 2%; USP1 inh: -8%; IDH1 R132H inh: -2%; PGK inhibitor: -4%; GLS inh: 3%; TrxR1 substrate: 3%; TrxR1 inh: 42%[11.4 µM]

What do the screens show for `c1ccc(C[C@H]2CN=C(Nc3ccccc3)N2CC2CCCCCC2)cc1`?
PI4K2A block: 0; HP1b binding inh: 29%; Pin1 inhibitor: -1%; USP1 inh: 9%; IDH1 R132H inh: 7%; PGK inhibitor: -1%; GLS inh: -1%; TrxR1 substrate: 1%; TrxR1 inh: 20%

Entries above with fluorine (2):
Results for O=C(c1n[nH]c(=O)c2ccccc12)N1CCN(c2ccc(F)cc2)CC1 ?
PI4K2A block: 5; HP1b binding inh: 16%; Pin1 inhibitor: -2%; USP1 inh: -13%; IDH1 R132H inh: 15%; PGK inhibitor: 8%; GLS inh: 0%; TrxR1 substrate: -1%; TrxR1 inh: 0%

How did Fc1ccc2cnc(CCO[C@H]3CCCCO3)cc2c1 do in these assays?
PI4K2A block: -5; HP1b binding inh: 10%; Pin1 inhibitor: 6%; USP1 inh: 6%; IDH1 R132H inh: 17%; PGK inhibitor: -10%; GLS inh: 3%; TrxR1 substrate: 4%; TrxR1 inh: 14%

Ordered by molar mass (smallest number first): 3 of the compounds above
Results for CC(C)(C)C(=O)NCc1ccc(C(=O)CSc2nnc3n2CCCCC3)s1 ?
PI4K2A block: 7; USP1 inh: -16%; IDH1 R132H inh: 15%; PGK inhibitor: inactive; GLS inh: -9%

Results for CCCCCC(=O)N(c1ccc(OCC)cc1)S(=O)(=O)c1ccc2c(c1)n(C)c(=O)n2C ?
PI4K2A block: 0; HP1b binding inh: 40%[activator]; Pin1 inhibitor: 2%; USP1 inh: 14%; GLS inh: -4%; TrxR1 substrate: 2%; TrxR1 inh: 6%

How did Cc1cccc(N2CCN(C(=O)C3CCN(S(=O)(=O)c4cccc5nsnc45)CC3)CC2C)c1 (centres undefined) do in these assays?
PI4K2A block: 7; HP1b binding inh: -14%; Pin1 inhibitor: -1%; USP1 inh: -21%; IDH1 R132H inh: 2%; PGK inhibitor: inactive; GLS inh: 6%; TrxR1 substrate: -14%; TrxR1 inh: -15%

Compound activity from PubChem.

An excerpt; the hit share may differ from the screen's.
